# High-throughput results: PubChem, several laboratories
# PMI inhibitors: inhibitors of human PMI, primary screen, biochemical, fluorescence intensity, coupled assay (AID 1209); purified PMI enzyme, coupled fluorescence intensity; higher % means a stronger effect; inhibition, % at 20 µM; hits with a dose series show IC50 in µM; 190,000 tested, 0.42% active;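 further: plate controls were DMSO vehicle for no effect and wells lacking substrate for full effect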
# Salmonella PhoP GFP: PhoP-dependent GFP reporter repression – Salmonella Typhimurium, primary screen (AID 1863); inhibition, % at 50 µM, or IC50 in µM where a hit was titrated; 300,000 tested, 0.16% active; S. Typhimurium PhoP-regulated promoter GFP reporter, 4 h; higher % means a stronger effect;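 active means inhibition over 29.93%, a cutoff 3 SD above the screen mean, later confirmed by dose response; inconclusive means inhibition over 29.93% but no dose response follow-up; inactive means inhibition at most 29.93% or unconfirmed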;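 further: 0% = low Mg2+ inducing control and 100% = high Mg2+ repressing control; strong numbers were not always called active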
# RSV CPE inhibition: inhibition of RSV-induced cytopathic effect – HEp-2 cells, primary 10 µM value included (AID 2391). HEp-2 cells, RSV-induced CPE inhibition; higher % means a stronger effect. CPE inhibition, % at 10 µM, or IC50 in µM where a hit was titrated. 310,000 tested, 0.13% active; in the data active means a potency from the dose series; inconclusive means CPE inhibition mostly from about 23% at the one dose, without a potency; inactive means the rest, 99 in 100 with CPE inhibition below about 21%; further: strong numbers were not always called active
# Myeloid diff 2: compounds promoting myeloid differentiation; calls only at 10 µM; 360,000 tested, 1% active; ER-HoxA9 myeloid progenitors, lysozyme-GFP differentiation, flow cytometry;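 active means normalized GFP-positive differentiation at or above the plate's own cutoff, the solvent-only control mean plus 3 SD; inconclusive means no clear call, values can overlap the other calls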;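 further: cells exposed to compound for four days before flow analysis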
# WT yeast gro inh: growth inhibition of WT yeast, mitochondrial fusion screen. AID 1362. 190,000 tested, 2.1% active. inhibition, % at 10 µM. mitochondrial fusion phenotypic screen, WT strain; in the data active means inhibition above about 58%; tested in S. cerevisiae
# TNAP activation fold: human TNAP enzyme activators, primary screen, biochemical, luminescent, no phosphate acceptor, uHTS (AID 1001); purified TNAP, luminescent activation assay, no phosphate acceptor; higher activation fold means a stronger effect; activation fold at 20 µM, or EC50 in µM where a hit was titrated; 200,000 tested, 0.03% active; in the data active means activation fold from about 3, or a potency from the dose series; inactive means the rest, 99 in 100 with activation fold below about 1.6; further: many of its hits are not listed in these tables
# XIAP antagonists: small molecules displacing peptide from XIAP – biochemical, IAP family, fluorescence polarization (AID 1018). displacement, % at 20 µM; hits with a dose series show IC50 in µM. 200,000 tested, 0.007% active. XIAP BIR domain, fluorescence polarization peptide displacement; higher % means a stronger effect; in the data active means displacement above about 50%; further: a part of the inactive calls stands beside numbers as strong as those of hits
# PMI inhibition: MPI inhibition at elevated mannose 6-phosphate – biochemical, fluorescence intensity, high mannose 6-phosphate, primary screen (AID 1220). recombinant PMI enzyme, coupled fluorescence intensity; higher % means a stronger effect. inhibition, % at 20 µM; hits with a dose series show IC50 in µM. 190,000 tested, 0.66% active
# Siah-1 displacement: blockers of Siah-1 interaction with plectin peptide – biochemical, fluorescence polarization, rhodamine-plectin, uHTS, primary screen (AID 1817); displacement, % at 20 µM, or IC50 in µM where a hit was titrated; 290,000 tested, 0.02% active; Siah-1 / rhodamine-plectin peptide fluorescence polarization; higher % means a stronger effect;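 active means displacement of at least 50% at 20 µM, with a fluorescence ratio check between 0.3 and a set limit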;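 further: plate controls were Siah plus tracer with DMSO for no effect and tracer alone without Siah for full effect; strong numbers were not always called active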
# WT yeast gro inh mutant strain: recorded beside WT yeast gro inh, whose call it bears; inhibition, %; mitochondrial fusion phenotypic screen, mutant strain inhibition
# Myeloid diff 2 GFP+ MAC1+ %: recorded beside Myeloid diff 2, whose call it bears; GFP+ MAC1+ double positive, %; measured here: differentiation confirmed by MAC1 staining
# * hit, by the source's call; i = inactive; ? = inconclusive; / = no result given; + = active, no number. Unless noted, no stated cut-off is given here; in the data, active means inhibition above about 50%; inactive means the rest.
SMILES,PMI inhibitors,Salmonella PhoP GFP,RSV CPE inhibition,Myeloid diff 2,Myeloid diff 2 GFP+ MAC1+ %,WT yeast gro inh,WT yeast gro inh mutant strain,TNAP activation fold,XIAP antagonists,PMI inhibition,Siah-1 displacement
CC(=O)OCN(C#N)c1nc(N(C)C)nc(N(C)C)n1,4%,-11%,1.0%,i,1.8,-1,-16,1.1,-5.7%,-3%,-4%
CC1CCN(C(=O)c2cc3ccccc3o2)CC1,13%,-1%,0.8%,i,0.8,-5,0,1,-2.7%,6%,1%
CCCN1CCN(CCCNC(=O)c2ccc(CS(=O)c3ccccc3C)o2)CC1 (stereo unspecified),/,4%,0.2%,i,1.6,/,/,/,/,/,-3%
O=C(Nc1ccccc1)N1CCc2ccccc2C1,-14%,-4%,1.9%,i,1.7,-17,-16,1,-7.0%,-10%,0%
COC(=O)CSc1nc2ccccc2nc1SCC(=O)OC,-6%,10%,3.0%,i,5.7,0,4,1.1,-1.3%,-13%,-1%
COc1ccc(NC(=O)C23CCC(C)(C(=O)O2)C3(C)C)cc1 (stereo unspecified),8%,9%,-1.4%,i,1.0,-12,-7,1.1,-3.7%,5%,0%
O=C(CC1C(=O)NCCN1C(=O)Nc1ccccc1)Nc1cccc(Cl)c1 (stereo unspecified),9%,7%,-1.4%,i,0.3,0,6,1.1,0.4%,5%,3%
C=CCC1(C#N)C(=S)NC2=C(C(=O)CC(C)(C)C2)C1c1ccc(Br)cc1 (stereo unspecified),27%,8%,5.8%,i,0.3,-4,-16,1,-18%,17%,0%
CCC(C)NC(=O)COc1ccccc1[N+](=O)[O-] (stereo unspecified),7%,-10%,1.2%,i,0.1,-2,3,1,-14%,4%,14%
CC12CC3CC(C)(C1)CC(C(=O)Nc1nn[nH]n1)(C3)C2,-6%,-5%,1.3%,i,0.7,6,3,1.2,-1.0%,-2%,2%
C=CCOc1cccc(CNc2ccc3[nH]c(=O)[nH]c3c2)c1,18%,2%,5.3%,i,0.6,-15,-20,1,-9.6%,37%,3%
CCOC(=O)C1(Cc2ccc(Cl)cc2)CCN(C(C)Cc2ccc(O)c(OC)c2)CC1 (stereo unspecified),/,2%,6.7%,i,1.7,/,/,/,/,/,-2%
CCc1cc2c(=O)nc3n(c2s1)Cc1ccccc1/C3=C(/O)c1ccccc1Cl,-49%,4%,0.9%,i,0.7,-1,-5,1.1,-2.8%,-86%,-2%
CCOC(=O)c1ccc(N2C(=O)CC(N(C)Cc3ccccc3)C2=O)cc1 (stereo unspecified),-6%,-23%,1.6%,i,1.2,1,19,1.2,-1.6%,-8%,0%
Cc1oc(=O)c(NC(=O)c2ccccc2)cc1C(=O)c1ccccc1,18%,18%,-0.2%,i,1.8,-29,-1,1,-2.7%,-27%,0%

# Some of these compounds in order of SMILES length, lowest first:
SMILES,PMI inhibitors,Salmonella PhoP GFP,RSV CPE inhibition,Myeloid diff 2,Myeloid diff 2 GFP+ MAC1+ %,WT yeast gro inh,WT yeast gro inh mutant strain,TNAP activation fold,XIAP antagonists,PMI inhibition,Siah-1 displacement
CC(=O)OCN(C#N)c1nc(N(C)C)nc(N(C)C)n1,4%,-11%,1.0%,i,1.8,-1,-16,1.1,-5.7%,-3%,-4%
CCc1cc2c(=O)nc3n(c2s1)Cc1ccccc1/C3=C(/O)c1ccccc1Cl,-49%,4%,0.9%,i,0.7,-1,-5,1.1,-2.8%,-86%,-2%
C=CCC1(C#N)C(=S)NC2=C(C(=O)CC(C)(C)C2)C1c1ccc(Br)cc1 (stereo unspecified),27%,8%,5.8%,i,0.3,-4,-16,1,-18%,17%,0%

# Going on with the list.
SMILES,PMI inhibitors,Salmonella PhoP GFP,RSV CPE inhibition,Myeloid diff 2,Myeloid diff 2 GFP+ MAC1+ %,WT yeast gro inh,WT yeast gro inh mutant strain,TNAP activation fold,XIAP antagonists,PMI inhibition,Siah-1 displacement
Cc1cc(C)cc(OCC(=O)N2Cc3ccccc3CC2C(=O)O)c1 (stereo unspecified),-4%,-11%,0.2%,i,0.6,-4,-3,1.1,-12%,1%,-1%
CCOC(=O)C1(Cc2cccc(Cl)c2)CCCN(C(=O)CCNC(C)=O)C1 (stereo unspecified),/,-6%,1.5%,i,0.5,/,/,/,/,/,2%
COc1ccccc1NC(=O)CSc1nnc(CC(=O)Nc2ccccc2F)n1C,/,7%,3.5%,i,1.3,/,/,/,/,/,-3%
Cc1[nH]c(=O)[nH]c(=O)c1S(=O)(=O)N1CCCCC1,/,-3%,0.3%,i,0.4,/,/,/,/,/,4%
O=C(NC1CCCC1)C(c1ccccc1F)N(C(=O)c1csnn1)C1CC1 (stereo unspecified),/,-5%,1.7%,?,/,/,/,/,/,/,0%
COc1cc(CN2CCN(Cc3cn(C)c4ccccc34)CC2CCO)cc(OC)c1 (stereo unspecified),/,2%,-1.4%,i,0.4,/,/,/,/,/,5%
CCOc1ccccc1NC(=O)C1C2C=CC(O2)C1C(=O)O (stereo unspecified),14%,-5%,2.5%,i,0.5,19,21,1.1,-6.8%,5%,3%
COc1ccc(-c2oc(NC(=O)CSc3ncn[nH]3)c(C#N)c2-c2ccc(OC)cc2)cc1,25%,-8%,-0.5%,i,1.3,1,7,1.1,-1.6%,15%,2%
Fc1ccc(OCCOCCN2CCNCC2)cc1,/,8%,1.9%,i,0.1,/,/,/,/,/,-4%
O=C(Nc1nnc(-c2ccco2)s1)C1CCCCC1,0%,-3%,1.0%,i,1.1,19,-2,0.9,0.2%,-3%,-8%
CCOC(=O)c1c(-c2ccccc2)csc1NC(=S)NC(=O)c1ccccc1,15%,-2%,20%,i,0.3,31,25,1,2.1%,16%,1%
CN(/N=C/c1ccncc1)C1=NCCN1,/,6%,0.5%,i,0.7,/,/,/,/,/,0%
CCCNC(=O)Nc1cc(OC)c(OC)cc1Cc1nccc2cc(OC)c(OC)cc12,/,8%,0.8%,i,0.8,/,/,/,/,/,0%
Cn1c(=O)c2c(ncn2CC(COCc2ccccc2Cl)OCc2ccccc2Cl)n(C)c1=O (stereo unspecified),-1%,-1%,1.5%,i,1.2,4,9,1.1,-2.6%,-3%,-3%
CC(=O)c1ccc(C(=O)N2CCCC(N3CCN(c4ccc(F)cc4)CC3)C2)s1 (stereo unspecified),/,-8%,1.1%,i,1.2,/,/,/,/,/,-1%
O=C(NCCCn1ccnc1)c1ccc(Cl)cc1,/,-7%,0.9%,i,0.5,/,/,/,/,/,9%
CCCCCC(C)NC(=O)c1ccoc1C (stereo unspecified),-6%,3%,0.1%,i,1.0,78*,75*,1.1,-0.4%,-2%,16%
c1ccc(OCc2nnc(-c3ccccc3)o2)cc1,-2%,4%,0.6%,i,0.0,-1,9,1.2,0.5%,-7%,2%
Cc1ccc(-c2noc(-c3ccccc3C(=O)NCc3ccco3)n2)cc1,/,-4%,1.2%,i,1.1,/,/,/,/,/,-4%
CCC(=O)Nc1cccc(-c2nc3ccc(C)cc3o2)c1,/,-2%,46%,i,0.6,/,/,/,/,/,6%
COc1ccccc1NS(=O)(=O)c1cccc(NC(=S)NCCN2CCOCC2)c1,-9%,1%,0.1%,i,0.6,0,-1,1,0.1%,-8%,3%
CCOC(=O)c1cnn(-c2cc(C)c3ccccc3n2)c1N,0%,13%,3.0%,+,4.2*,8,-22,1.1,-1.8%,0%,4%
CCOC(=O)c1c(NC(=O)c2c(C)noc2C)sc2c1CCCCC2,-6%,4%,-1.3%,i,0.8,-1,-18,1.1,-4.6%,-8%,1%
Cc1ccnn1CC(=O)N/N=C/c1cn[nH]c1-c1ccccc1,/,5%,0.5%,i,0.5,/,/,/,/,/,-3%
CC1=C(NCCc2ccccc2)CCC1=O,-1%,-6%,-0.5%,i,1.0,10,-1,1,-2.2%,1%,-1%
CCCOn1c(-n2nc(C)cc2C)nc2ccccc2c1=O,19%,-5%,-0.1%,i,2.6,10,3,1,-1.5%,12%,0%
Cc1ccccc1CN1CCC(Oc2ccc(C(=O)N3CCCC3)cc2)CC1,/,1%,1.9%,i,3.6,/,/,/,/,/,-1%
CC(C)[C@H](NC(N)=O)C(=O)Nc1ccc(F)c(Cl)c1,-15%,-3%,1.0%,i,0.9,-6,-11,1.1,-3.0%,-16%,3%
CCOC(=O)C1(C(F)(F)F)N=C(N(C)C)OC(N(C)C)=N1,-3%,-21%,0.6%,i,0.6,10,27,1.1,-2.6%,-3%,1%
CCC(=O)NS(=O)(=O)c1cccnc1Nc1ccc(Cl)cc1,-1%,3%,-0.5%,i,0.8,11,18,1.1,-4.2%,-8%,2%
C1=C(c2ccccc2)CCN(c2nc3ccccc3n3cnnc23)C1,-18%,4%,7.2%,i,2.5,14,0,1.1,-4.1%,-6%,-1%
O=C(N/N=C/c1sc2ccccc2c1O)c1ccccc1,28%,?,2.0%,?,/,-3,7,1.4,1.9%,19%,-13%
O=C(O)c1cc2c(cc1NC(=O)c1c(F)cccc1Cl)OCCCO2,/,-4%,1.7%,i,2.1,/,/,/,/,/,9%
CC1(C(=O)O)CCC(C(=O)NCCc2ccccc2)C1(C)C (stereo unspecified),11%,-2%,0.6%,i,1.1,-7,-3,1,-8.5%,6%,-4%
CCOc1ccc(C(C)=O)cc1CC(C(N)=O)C(N)=O,4%,7%,0.6%,+,8.3*,-1,20,1.2,-4.4%,2%,1%
COc1ccc(CNCc2c(C(=O)N(C)C)nc3ccc(Cl)cn23)c(OC)c1,8%,18%,0.7%,i,0.3,-11,-19,1,-11%,7%,11%
COc1cccc(NS(=O)(=O)c2cn(C)c(=O)n(C)c2=O)c1,13%,0%,2.5%,i,2.4,4,5,1.1,-6.9%,15%,-1%
Fc1ccc(CSc2ccc(-c3ccco3)nn2)cc1,-2%,-14%,4.6%,i,0.6,5,6,0.9,-7.8%,-8%,35%
CCOc1ccc(N(C(=O)Nc2ccccc2)C2=NCCC2)cc1,11%,5%,-1.6%,i,1.4,-4,22,1.1,0.3%,0%,0%
Cc1cccc(N2CCN(C(=O)c3c(Cl)cnn3C)CC2)c1C,/,-6%,7.3%,i,1.5,/,/,/,/,/,2%
CCCCCCOc1ccc(N2C(=O)CC(NCc3ccc(S(N)(=O)=O)cc3)C2=O)cc1 (stereo unspecified),/,1%,1.1%,i,0.3,/,/,/,/,/,12%
COc1ccc(C(C(=O)NC2CCCC2)N(C(=O)c2snc(C(N)=O)c2N)c2cccc(O)c2)cc1 (stereo unspecified),/,6%,0.8%,i,0.5,/,/,/,/,/,-7%
O=C(NCc1ccc2c(c1)OCO2)C1CCCN(S(=O)(=O)c2cccc3cccnc23)C1 (stereo unspecified),12%,10%,-0.6%,+,14*,-3,2,1.1,-2.3%,8%,2%
O=C(CC1C(=O)NCCN1Cc1ccc(Cl)c(F)c1)NC1CCCCC1 (stereo unspecified),/,2%,0.7%,i,1.1,/,/,/,/,/,9%
Cc1ccc(/C=C2\SC(=S)N(CCCC(=O)Nc3cccc(C(=O)O)c3)C2=O)cc1,/,1%,-0.1%,i,4.9,/,/,/,/,/,-4%
